Rin1 Abl inh: inhibitors of Rin1-Abl protein binding, primary screen, biochemical, TR-FRET; actives 0.4% (n = 360,000); Tyrosine-protein kinase ABL1 (Homo sapiens) + Ras and Rab interactor 1 (Homo sapiens), …; inhibition, % at 7.35 µM; AID 588664, 2011; in the data active = inhibition above about 5%, passing the limit was not always enough
eLon inh: inhibitors of E. coli Lon protease, primary screen, biochemical, fluorescence polarization | inhibition, % at 7.94 µM | P0A9M0 | actives 0.42% (n = 360,000) | purified E. coli Lon protease; in the data active = inhibition above about 13%, passing the limit was not always enough;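 also: 0% = enzyme with probe and DMSO and 100% = no enzyme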
MsrA inhibitor: bovine MsrA enzyme inhibitors, primary screen, biochemical, absorbance, HTS; purified bovine MsrA, absorbance read-out; inhibition, % at 15.5 µM; actives 0.75% (n = 360,000); in the data active = inhibition above about 4.5%;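 also: 0% = vehicle wells with enzyme and 100% = reference inhibitor wells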
bovine MsrA act: bovine MsrA enzyme activators, primary screen, biochemical, absorbance, HTS. Methionine sulfoxide reductase A (Bos taurus). purified bovine MsrA, absorbance read-out. activation, % at 10.6 µM. actives 0.3% (n = 360,000); in the data active = activation above about 7.5%;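 also: 0% = vehicle and 100% = reference activator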
MLLE-PAM2 inh: inhibitors of PABP1 MLLE–PAM2 peptide binding, primary screen, biochemical, fluorescence polarization, FITC-PAM2, GST-MLLE. inhibition, % at 20 µM. Polyadenylate-binding protein 1 (Homo sapiens), P11940. actives 0.36% (n = 360,000); in the data active = inhibition above about 35%, passing the limit was not always enough;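 also: plate controls were DMSO wells with GST-MLLE for no effect and wells lacking GST-MLLE protein for full effect; some results filed as inactive read as strong as hits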
FAS-TE inh: FAS thioesterase domain inhibitors, primary screen, biochemical, fluorescence intensity, uHTS. Fatty acid synthase (Homo sapiens), P49327. recombinant FAS-TE, OMFH fluorogenic substrate, fluorescence endpoint. inhibition, % at 15 µM. actives 0.67% (n = 360,000). AID 602261, 2012;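 active = compounds whose normalised, plate-corrected inhibition of enzyme fluorescence in the single-dose primary screen is 50% or more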;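 also: 0% = DMSO with enzyme and 100% = substrate without enzyme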
MT1-MMP act inh: blockers of MT1-MMP proenzyme processing, primary screen, HT1080 RFP-PRO-GFP cells, GFP/RFP fluorescence; actives 0.061% (n = 360,000); AID 651647, 2012; Matrix metalloproteinase-14 (Homo sapiens), P50281; GFP/RFP ratio change, % at 20 µM; GFP/RFP ratio fluorescence, overnight; percent of plate control window, DMSO zero;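 active = GFP/RFP ratio change of at least 30% with cell ATP level not reduced by more than half and red fluorescence within 50% of control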; also: strong numbers were not always called active
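Test system: HT1080 RFP-PRO-GFP cells; Benchmarks: DMSO and RFP-L50D-GFP cell wells; Timing: cells overnight before dosing, compound overnight, 37 °C, 5% CO2; Compound: one 20 µM compound dose with 1% DMSO; Read-out: GFP/RFP fluorescence ratio.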
CSN inh: inhibitors of CSN-mediated cullin deneddylation, primary screen, biochemical, fluorescence polarization, uHTS; actives 0.38% (n = 360,000); Purified CSN, SCF-Nedd8-OG deneddylation; COP9 signalosome complex subunit 5 (Homo sapiens), Q92905; AID 651999, 2013; inhibition, % at 12.5 µM;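 active = pattern-corrected inhibition above about 35%, with an unprinted fluorescence ratio check between 0.5 and 1.5, limit read from the data, passing the limit was not always enough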;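 also: 0% = enzyme with substrate and 100% = substrate without enzyme; some results filed as inactive read as strong as hits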
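Detection – fluorescence polarization · System – HEK293T-derived human Csn5 enzyme · Controls – substrate-only high control, full reaction low control · Timing – 90 min, room temperature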
Rpn11 inh: Rpn11 (PSMD14) deubiquitinase inhibitors, primary screen, biochemical, fluorescence polarization, uHTS; 26S proteasome non-ATPase regulatory subunit 14 (Homo sapiens), O00487; human 26S proteasome, Ub4-pepOG fluorescence polarization; 20S core pre-blocked with epoxomicin; calls only at 20 µM; actives 0.59% (n = 360,000);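 active = inhibition at 20 µM, scaled to each plate's controls, above about 33%, limit read from the data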
Numbers without * were called inactive; i = inactive; / = not tested or not shown; + = active, no number. Not a hit list (roughly 3.7% active in at least one column).

SMILES	Rin1 Abl inh	eLon inh	MsrA inhibitor	bovine MsrA act	MLLE-PAM2 inh	FAS-TE inh	MT1-MMP act inh	CSN inh	Rpn11 inh
C=CCOC(=O)C1=C[C@H](c2ccc(C(F)(F)F)cc2)[C@@H](CCCO)[C@H](OCC)O1	1	0	-0.8	-2	1	25	-1	0	i
COc1ccc(Br)cc1CN(C)C(C)C(=O)Nc1cccc(C(C)=O)c1 (stereo not given)	2	1	0.2	-7	1	27	-2	2	i
COc1ccc(C(O)c2ncc(-c3cccc(C(F)(F)F)c3)[nH]2)cc1F (stereo not given)	-1	5	-0.5	-1	-3	7	4	2	i
CCOC(=O)c1c(NC(=O)CCC(=O)N(CC)CC)sc2c1CC(C)(C)OC2	-2	-3	1.5	-3	-7	-3	-3	1	i
O=C1CN(c2nc(-c3ccccc3)c3cc(Cl)ccc3n2)c2ccccc2N1	0	-12	0.5	0	-7	-3	-3	3	i
CN1C(=O)/C(=C/c2ccco2)SC1=Nc1cccc(C(=O)O)c1	2	-5	/	-3	-1	-5	-3	23	i
COc1cc(OC)cc(C(=O)NCC(=O)OCC(=O)C(C)(C)C)c1	2	13	-1.6	0	-9	15	-3	7	i
COc1cccc(CN2CCN(Cc3cc(OC)c(OC)cc3OC)CC2)c1	1	1	0.2	-2	2	-6	0	4	i
Cc1nn(CCOc2ccccc2)c(=O)n1-c1cccc(F)c1	-5	2	-1.2	-3	-7	-9	1	5	i
O=C(O)C=C1C2CC3CC(C2)CC1C3	-3	0	-1.4	-3	-17	-10	-3	2	i
O=C(Nc1ccccc1Oc1ccccc1)c1cc([N+](=O)[O-])ccc1Cl	-1	8	0.0	-1	6	49	-5	0	i
c1ccc2c(c1)COC(CN1CCCCC1)OC2	1	9	-1.1	-2	-10	-3	0	2	i
CC1CCN(C(=O)COC(=O)c2ccc([N+](=O)[O-])o2)CC1	-2	-14	0.2	1	9	5	1	0	i
c1ccc(Sc2ncnc3c2oc2ccccc23)cc1	-11	5	/	4	27	9	-6	-2	i
C/C(CCC1CC(C)OC1=O)=N\NC(N)=O (stereo not given)	-1	-9	-0.9	1	3	-6	2	5	i
COc1ccccc1N1C(=S)NC2CS(=O)(=O)CC21 (stereo not given)	3	4	0.7	-2	-36	-6	6	-1	i
Cc1occc1-c1nnc(SCC(=O)Nc2nccs2)n1Cc1ccco1	3	-5	0.1	0	2	-3	-4	4	i
Cc1ccccc1N1OC2C(=O)N(c3ccc(F)cc3)C(=O)C2C1c1ccccn1 (stereo not given)	0	9	-0.9	0	3	0	11	0	i
Nc1cc(S(=O)(=O)Nc2cc(Cl)ccc2Cl)ccc1N1CCOCC1	0	-1	-0.5	-8	33	-4	8	7	i
O=C(Nc1cccc2ncccc12)c1ccccc1F	1	-4	0.5	-2	4	-5	0	-5	i

An excerpt from above in order of heavy-atom count, smallest number first.
SMILES	Rin1 Abl inh	eLon inh	MsrA inhibitor	bovine MsrA act	MLLE-PAM2 inh	FAS-TE inh	MT1-MMP act inh	CSN inh	Rpn11 inh
O=C(O)C=C1C2CC3CC(C2)CC1C3	-3	0	-1.4	-3	-17	-10	-3	2	i
C/C(CCC1CC(C)OC1=O)=N\NC(N)=O (stereo not given)	-1	-9	-0.9	1	3	-6	2	5	i
c1ccc2c(c1)COC(CN1CCCCC1)OC2	1	9	-1.1	-2	-10	-3	0	2	i
COc1ccccc1N1C(=S)NC2CS(=O)(=O)CC21 (stereo not given)	3	4	0.7	-2	-36	-6	6	-1	i
c1ccc(Sc2ncnc3c2oc2ccccc23)cc1	-11	5	/	4	27	9	-6	-2	i
CC1CCN(C(=O)COC(=O)c2ccc([N+](=O)[O-])o2)CC1	-2	-14	0.2	1	9	5	1	0	i
CN1C(=O)/C(=C/c2ccco2)SC1=Nc1cccc(C(=O)O)c1	2	-5	/	-3	-1	-5	-3	23	i
COc1cc(OC)cc(C(=O)NCC(=O)OCC(=O)C(C)(C)C)c1	2	13	-1.6	0	-9	15	-3	7	i
Nc1cc(S(=O)(=O)Nc2cc(Cl)ccc2Cl)ccc1N1CCOCC1	0	-1	-0.5	-8	33	-4	8	7	i
O=C(Nc1ccccc1Oc1ccccc1)c1cc([N+](=O)[O-])ccc1Cl	-1	8	0.0	-1	6	49	-5	0	i
Cc1occc1-c1nnc(SCC(=O)Nc2nccs2)n1Cc1ccco1	3	-5	0.1	0	2	-3	-4	4	i
COc1cccc(CN2CCN(Cc3cc(OC)c(OC)cc3OC)CC2)c1	1	1	0.2	-2	2	-6	0	4	i
C=CCOC(=O)C1=C[C@H](c2ccc(C(F)(F)F)cc2)[C@@H](CCCO)[C@H](OCC)O1	1	0	-0.8	-2	1	25	-1	0	i
Cc1ccccc1N1OC2C(=O)N(c3ccc(F)cc3)C(=O)C2C1c1ccccn1 (stereo not given)	0	9	-0.9	0	3	0	11	0	i

The list continues:
SMILES	Rin1 Abl inh	eLon inh	MsrA inhibitor	bovine MsrA act	MLLE-PAM2 inh	FAS-TE inh	MT1-MMP act inh	CSN inh	Rpn11 inh
CC(C)(C)c1ccc(C(=O)NCC(=O)N/N=C/c2cccs2)cc1	-2	-3	0.1	-5	-14	-1	1	1	i
O=C(CSc1nnc(-c2ccccc2)o1)Oc1ccc(Br)cc1	2	1	0.6	-3	-7	-5	19	-1	i
COc1cc(NS(C)(=O)=O)c(OC)cc1NC(=O)c1ccccc1	1	-8	0.0	-8	-11	-7	0	-3	i
COc1ccc(CC(=O)Nc2ccc(C(C)=O)cc2)cc1	1	-9	-1.3	-7	13	-10	2	1	i
COc1ccc(Cn2nnnc2C(c2ccncc2)N2CCOCC2)cc1 (stereo not given)	1	0	1.6	2	24	-4	0	0	i
Cc1nn(-c2ccccc2)c(C)c1C(=O)OCC(=O)c1c(N)n(CC(C)C)c(=O)n(C)c1=O	-2	5	-0.2	-2	12	6	2	-1	i
COc1ccc(-n2c(Cc3cccn3C)nnc2SCC(N)=O)cc1	-1	0	0.3	0	-10	-1	2	0	i
Cc1ccc(C(C(=O)NC2CCCCC2)N(Cc2ccco2)C(=O)Cc2c[nH]c3ccccc23)o1 (stereo not given)	5	-3	-0.1	-4	-4	16	-10	1	i
CCOc1ccc(CC(=O)NCCS(=O)(=O)N2CCN(c3ccccc3)CC2)cc1	4	3	-0.9	-4	-19	-6	-1	0	i
CN(Cc1ccccc1)C(=O)c1ccc(NC(=O)Cc2ccc(NC(=O)C3CCCN(C(=O)C4CCC4)C3)cc2)cc1 (stereo not given)	4	-13	-1.1	-3	-1	-3	2	-5	i
Cc1sc2ncn(CC(=O)NCc3ccco3)c(=O)c2c1-c1ccccc1	-2	-4	1.8	-5	5	-3	-6	4	i
COc1ccccc1NS(=O)(=O)c1ccc(N/N=C/C=C/c2ccccc2[N+](=O)[O-])c([N+](=O)[O-])c1	-1	-5	-1.6	-12	-8	61*	9	2	i
Cc1ccc(Cn2c(SCC(=O)NCc3ccco3)nc3ccsc3c2=O)cc1	2	-4	-1.6	-4	-7	4	3	2	i
COc1ccc(NC2CCCN(C(=O)C3=NN(C)C(=O)CC3)C2)cc1OC (stereo not given)	1	10	-0.3	4	-8	-6	0	-1	i
CCN(CC)S(=O)(=O)c1cccc(C(=O)OC2CCOC2=O)c1 (stereo not given)	-2	1	0.0	-3	2	2	4	-2	i
O=C(COc1cccnc1[N+](=O)[O-])NCCc1ccc(F)cc1	-5	3	2.4	-4	-12	12	2	-3	i
COc1cccc(OCCNC(=O)c2cc([N+](=O)[O-])cc([N+](=O)[O-])c2)c1	0	6	-1.2	2	22	38	5	-2	i
CCOc1ccc(-c2noc(CCCC(N)=O)n2)cc1OC	1	2	-0.5	-2	-11	-6	4	0	i
O=C(NNS(=O)(=O)c1ccc(F)cc1)c1ccc([N+](=O)[O-])cc1Cl	0	-1	2.3	-2	-5	-3	-3	3	i
COc1ccccc1NC(=O)Cc1nnc(SCC(=O)c2ccc(F)cc2)n1C	4	2	0.6	-1	-1	-5	3	4	i
CC(C)(Cc1cc(CC(C)(C)C(=O)O)cc(C(C)(C)C)c1)C(=O)O	4	-4	-0.2	-3	3	-12	2	-2	i
COc1ccccc1NC(=S)N(Cc1ccccc1)Cc1cccs1	0	-4	0.9	-3	-20	3	0	-1	i
Oc1ccc(Br)cc1/C=N/Nc1ccccn1	1	4	1.7	-2	13	4	-2	0	i
CCCCCCCCCCOC(=O)Cn1c(COc2ccc(Cl)cc2)[n+](C)c2ccccc21	2	0	-1.0	3	7	-59	-17	5	+
CCCN(CCC)S(=O)(=O)c1ccc(C(=O)N2CCOCC2)cc1	4	-10	-1.8	-3	-2	-3	6	-5	i
O=C(Nc1ncn[nH]1)C(F)(F)C(F)F	-1	-12	1.7	0	-17	-7	2	-2	i
CC[C@@]1(c2cccc(C)c2)C(=O)N(C(=O)OC)N1C(=O)OC	3	1	-0.2	0	8	79*	0	0	i
CC(C)(C)N=Cc1c(O)ccc2oc3c(c12)CCCC3	-2	3	1.6	-4	96	-5	-52	-4	i
COc1cc(S(=O)(=O)N2CCOCC2)cc(C(=O)NCC(c2cccs2)N2CCOCC2)c1OC (stereo not given)	2	-1	-0.2	-1	8	-3	-6	3	i
Cc1occc1C(=O)NCc1cccc(CNC(=O)c2ccoc2C)c1	-1	-11	/	-7	10	-5	-9	29	i
Cc1ccc(NC(=O)CSCC(=O)O)cc1	-2	0	0.1	-1	-7	-6	2	-3	i
CCC(C(=O)NCc1ccc(F)cc1)N(CCc1ccccc1)C(=O)c1snc(C(N)=O)c1N (stereo not given)	1	4	0.0	-8	4	13	-3	5	i
CCOC(=O)c1oc2ccccc2c1COC(=O)CNC(=O)c1ccc(C)cc1	1	-10	1.9	-4	3	20	7	2	i
C=CCCCCCCCC(=O)OC	-1	-1	-0.5	-13	5	-7	-2	1	i
C/C=C/C(=O)Nc1cccc(C2=NOC3(C2)C[C@@H](C(N)=O)N(C(=O)/C(C)=C/C)C3)c1 (stereo not given in full)	3	2	-0.3	-2	-1	-10	0	1	i
COc1ccc(C2NC(=O)c3sc(=S)n(-c4ccccc4)c3N2)cc1 (stereo not given)	-5	-3	1.0	-1	11	3	-1	5	i
CC(=O)N(C)c1cccc(-c2ccc3nnc(C)n3n2)c1	-2	-5	1.1	-1	7	-2	1	-2	i

Screens deposited in PubChem BioAssay by several laboratories.
